Source: PubChem
Bcl-B displacement: displacers of TR3 peptide from Bcl-B, primary screen, selectivity assay for Bfl-1 inhibitor project, biochemical, fluorescence polarization. Bcl-2-like protein 10 (Homo sapiens). FP displacement of FITC-TR3 peptide from Bcl-B; higher % means a stronger effect. one-dose displacement, % at 20 µM; IC50 in µM for titrated hits. hit rate 0.11% among 96,000. AID 748, 2007;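 active = displacement above 50% at 20 µM plus a fluorescence interference ratio under 1.5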;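 note: plate controls were wells without compound for no effect and wells lacking Bcl-B protein for full effect; a part of the inactive calls stands beside numbers as strong as those of hits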
NFkB transloc inh: inhibitors of IL-1B driven NFkB p65 nuclear import, primary screen, imaging, HUVEC, IL-1B stimulus, high-content imaging; AID 796, 2007; hit rate 0.43% among 94,000; HUVEC IL-1B NFkB p65 nuclear translocation imaging; inhibition, % at 2 µM;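 active = inhibition above about 30% together with a positive call from visual inspection of the well image, limit read from the data; inconclusive = inhibition above a set limit but visual check negative; inactive = inhibition not above a set limit, visual check negative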;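 note: nuclear over cytoplasmic p65 intensity ratio measured by imaging; 0% = IL-1B stimulated DMSO wells and 100% = unstimulated DMSO wells; values of inactives mirror those of a sister screen read the other way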
NFkB transloc pot: enhancers of NFkB p65 translocation in HUVEC – imaging, IL-1B stimulus, high-content imaging, primary screen; HUVEC IL-1B NFkB p65 nuclear translocation imaging; activation, % at 2 µM; hit rate 0.3% among 94,000;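 active = activation above 40%, about the mean plus 3 SD, also judged a hit on visual image review; inconclusive = activation above 40% but not a hit on visual review; inactive = activation not above 40% and no visual hit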;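 note: percent activation is computed from the nuclear over cytoplasmic p65 intensity ratio; values of inactives mirror those of a sister screen read the other way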
MRP reversal: reversal of MRP1-mediated doxorubicin resistance, primary screen, H69AR cells, doxorubicin co-treatment. differential viability (reversal), % at 10 µM. hit rate 0.04% among 85,000. H69AR cells + 2 uM doxorubicin, CellTiter-Glo, 72 h;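 active = viability drop by adding the cancer drug above about 55%, with treated viability meeting a 40% cutoff, limit read from the data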;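 note: viability without doxorubicin minus viability with 2 µM doxorubicin for each compound; larger differential means the compound sensitizes cells more to doxorubicin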
PLAP inhibition: PLAP enzyme inhibitors, biochemical, luminescence, HTS (AID 690) | hit rate 0.08% among 96,000 | Alkaline phosphatase, placental type (Homo sapiens) | purified PLAP, luminescent substrate; higher % means a stronger effect | one-dose inhibition, % at 20 µM; IC50 in µM for titrated hits; in the data active = a potency from the dose series; inactive = the rest, 99 in 100 with inhibition below about 30%; note: strong numbers were not always called active
MRP reversal cytotoxicity: also measured in MRP reversal; calls as there; viability, %; H69AR cells, CellTiter-Glo, 72 h; measured here: cytotoxicity without doxorubicin
MRP reversal with doxorubicin: also measured in MRP reversal; calls as there; viability, %; measured here: viability with 2 uM doxorubicin; hits give low values
NFkB transloc inh cell count 2 µM: further read-out of NFkB transloc inh, marked with its call; cell count; measured here: cells passing quality filter;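 raw number of nuclei counted in each imaged well without normalization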
NFkB transloc pot cell count 2 µM: also measured in NFkB transloc pot; calls as there; cell count; measured here: cells passing quality filter
* marks the source's active call; other numbers are inactive results; ? = inconclusive; . = no result given; & = joins results of further samples. Only part of the results is shown (hit frequency here may not be typical).

Values run as follows: NFkB transloc inh, NFkB transloc pot, NFkB transloc pot cell count 2 µM, PLAP inhibition, MRP reversal with doxorubicin, Bcl-B displacement, MRP reversal cytotoxicity, NFkB transloc inh cell count 2 µM, MRP reversal
- CS(=O)(=O)N(Cc1ccccc1)c1ccccc1C(=O)O
 : 8, -8, 54, 10%, 93, -9%, 99, 54, 6
- CCOC(=O)c1nn(-c2ccccc2C)c2nc(-c3ccc(Cl)cc3)c(C#N)c(=O)n12
 : -20, 20, 178, -1%, ., -5%, ., 178, .
- Cc1ccc(CNC(=O)CS(=O)Cc2nc(-c3cccs3)oc2C)cc1 (stereo unspecified)
 : 9, -9, 173, -46%, 91, -14%, 89, 173, -2
- CCCCC(CC)CNC(=O)C1CCCN(S(=O)(=O)c2cnc[nH]2)C1 (stereo unspecified)
 : -16, 16, 58, -36%, 90, -4%, 102, 58, 13
- Cc1cc(NC(=O)CSc2nc3c(c(=O)n2-c2ccc(Br)cc2)SCC3)no1
 : -6, 6, 120, ., 38, ., 20, 120, -18
- O=C(CSc1nc2cc(Cl)ccc2o1)c1cccs1
 : ., ., ., 21%, 74, -6%, 89, ., 15
- O=C(CCN1C(=O)c2ccccc2C1=O)N1CCC(c2ccccc2)C1 (stereo unspecified)
 : -10, 10, 111, 12%, 86, -8%, 90, 111, 4
- Cc1ccc(C(=O)NC(=S)Nc2cccc3nsnc23)cc1
 : 1, -1, 95, ., ., -9%, ., 95, .
- Cc1ccccc1OCCCC(=O)Nc1ccc(N2CCOCC2)cc1
 : ., ., ., -14%, 73, 12%, 97, ., 23
- O=C1CCCc2nn(-c3ccccc3)c(-c3ccncc3)c21
 : 0, -1, 158, 4%, 91, -2%, 79, 158, -12
- CCCc1nnc(NC(=O)c2c(O)c3cccc4c3n(c2=O)CC4)s1
 : ., ., ., -38%, 26, -8%, 18, ., -7
- COc1ccc(CN(Cc2nc3ccccc3c(=O)[nH]2)C(=O)C(C)(C)C)cc1
 : 6, -6, 138, -4%, 78, 1%, 75, 138, -3
- CC(C)CCNC(=O)C(c1ccco1)N(Cc1ccc(F)cc1)C(=O)c1snc(C(N)=O)c1N (stereo unspecified)
 : -2, 2, 146, -31%, 74, -6%, 86, 146, 12
- C/C(=C\C(=O)c1ccc(C)cc1)Nc1cccc(O)c1
 : -2, 2, 101, -6%, 85, 11%, 69, 101, -16
- COc1ccc(-c2cc(C(=O)Nc3cccc(C(C)=O)c3)no2)cc1
 : 3, -3, 138, 8%, 82, -8%, 82, 138, 0
- CCc1cc(-c2n[nH]c(C)c2Oc2ccc(C(C)C)cc2)c(O)cc1O
 : 5, -5, 83, -88%, 1, 32%, 1, 83, 1
- CCCS(=O)(=O)N1CCCC(C(=O)N2CCN(c3ccccn3)CC2)C1 (stereo unspecified)
 : -9, 9, 114, -3%, 79, -9%, 101, 114, 21
- O=C(NCCCN1CCCC1=O)c1cc(=O)c2ccccc2o1
 : -5, 5, 119, -31%, 78, -8%, 91, 119, 14
- Fc1ccccc1CSc1ncnc2c1oc1ccccc12
 : 10, -10, 193, -2%, 75, -2%, 96, 193, 21
- COc1ccc(CC(=O)Nc2ccc(S(=O)(=O)Nc3nccc(C)n3)cc2)cc1
 : -9, 9, 130, -106%, 91, -57%, 99, 130, 8
- COc1ccc(C(=O)N2CCc3cc(OC)c(OC)cc3C2)cc1OC
 : -13, 13, 161, -19%, 78, -1%, 78, 161, 0
- Oc1ccccc1-c1cc(-c2cccc(F)c2)n[nH]1
 : -4, 4, 149, -29%, 61, 2%, 53, 149, -9
- COc1ccc(-c2c(C)oc3cc(O)cc(O)c3c2=O)cc1OC
 : ., ., ., -52%, 81, 3%, 75, ., -6
- COc1ccc2[nH]cc(C(=O)CN3CCCCC3C)c2c1 (stereo unspecified)
 : 6, -6, 142, -14%, 84, -33%, 93, 142, 9
- Cc1ccc(OCCCC(=O)Nc2nncs2)cc1
 : -3, 3, 140, -24%, 77, -3%, 96, 140, 18
- CCCCOc1cccc(-c2nnc(N)s2)c1
 : 9, -9, 117, 10%, 94, -6%, 96, 117, 2
- CC(C)n1c(CCC(=O)O)ccc1-c1ccccc1
 : 1, -1, 56, 0%, 111, -3%, 92, 56, -19
- Cc1ccccc1OCc1nc(-c2ccc(-n3cccc3)cc2)no1
 : 5, -5, 52, 16%, 90, -20%, 94, 52, 4
- O=C(Cn1cnc2c(cnn2-c2ccc(F)cc2)c1=O)NCC1CCCO1 (stereo unspecified)
 : ., ., ., 13%, 93, -7%, 98, ., 6
- COc1cc(CNCc2ccncc2)cc(Br)c1OCc1ccccc1F
 : 9, -9, 133, -41%, ., -1%, ., 133, .

In a second layout: 2 of the compounds above.
canonical_smiles | NFkB transloc inh | NFkB transloc pot | NFkB transloc pot cell count 2 µM | PLAP inhibition | MRP reversal with doxorubicin | Bcl-B displacement | MRP reversal cytotoxicity | NFkB transloc inh cell count 2 µM | MRP reversal
O=C(NCCCN1CCCC1=O)c1cc(=O)c2ccccc2o1 | -5 | 5 | 119 | -31% | 78 | -8% | 91 | 119 | 14
Fc1ccccc1CSc1ncnc2c1oc1ccccc12 | 10 | -10 | 193 | -2% | 75 | -2% | 96 | 193 | 21

Other entries.
Values run as follows: NFkB transloc inh, NFkB transloc pot, NFkB transloc pot cell count 2 µM, PLAP inhibition, MRP reversal with doxorubicin, Bcl-B displacement, MRP reversal cytotoxicity, NFkB transloc inh cell count 2 µM, MRP reversal
- Cc1ccc(Nc2nc(N)nc(CN3CCCCCC3)n2)cc1
 : -19, 19, 156, 0%, 99, -8%, 97, 156, -2
- CC(=O)c1c(N2CCCC2)nc(=S)n(-c2ccccc2)c1C
 : ., ., ., 2%, 90, -2%, 99, ., 9
- O=C(O)CSc1cccc2cccnc12
 : -11&-3, 11&3, 65&203, -13%&6%, 96&107, -2%&-3%, 102&105, 65&203, 6&-3
- COc1ccccc1OCCCCCNCCO
 : 0, 0, 114, -54%, 106, 7%, 101, 114, -5
- CCCSC(=O)N(CC)CC(=O)Nc1c(CC)cccc1CC
 : -16, 16, 174, 1%, ., -9%, ., 174, .
- CC(CC(=O)NC1CCCC1)c1ccccc1 (stereo unspecified)
 : 4, -4, 125, -10%, 104, -8%, 100, 125, -4
- CCCCNC(=O)n1c(SC)nc2ccccc21
 : -7, 7, 161, 4%, 73, -13%, 75, 161, 2
- O=C(CSc1nc2ccccc2s1)NNC(=O)Nc1ccc(Cl)c(Cl)c1
 : -8, 8, 108, -31%, ., 16%, ., 108, .
- COc1cccc(-c2cc(C(F)(F)F)nc(N3CCOCC3)n2)c1
 : -44, ?, ., 0%, 83, -9%, 77, 128, -6
- CCOC(=O)c1ccc(N2C(=O)CC(N(C)Cc3ccccc3)C2=O)cc1 (stereo unspecified)
 : -10, 10, 116, 20%, 85, 6%, 94, 116, 9
- O=C(NCC(F)(F)F)N1CCOCC1
 : -8, 9, 151, 25%, 82, 8%, 94, 151, 12
- CSC1=C(C#N)C(CC(C)C)C(C(C)=O)=C(C)N1 (stereo unspecified)
 : 1, -1, 134, 19%, 81, -8%, 95, 134, 14
- O=C(Nc1ccon1)c1cccc(Cl)c1
 : -10, 10, 186, 18%, 91, -3%, 98, 186, 7
- Cc1sc(NC(=O)CSc2nnnn2C2CCCC2)c(C#N)c1C
 : 0, 0, 92, 2%, 76, 0%, 80, 92, 4
- CC(c1nnc(SCn2nnc3ccccc3c2=O)n1-c1ccc(Cl)cc1)N(C)C (stereo unspecified)
 : ., ., ., -24%, 92, -5%, 87, ., -6

Arranged by the number under Bcl-B displacement (falling): some entries from above.
mol	NFkB transloc pot	NFkB transloc pot cell count 2 µM	PLAP inhibition	Bcl-B displacement
O=C(CSc1nc2ccccc2s1)NNC(=O)Nc1ccc(Cl)c(Cl)c1	8	108	-31%	16%
CCOC(=O)c1ccc(N2C(=O)CC(N(C)Cc3ccccc3)C2=O)cc1 (stereo unspecified)	10	116	20%	6%
O=C(Nc1ccon1)c1cccc(Cl)c1	10	186	18%	-3%
CC(CC(=O)NC1CCCC1)c1ccccc1 (stereo unspecified)	-4	125	-10%	-8%
COc1cccc(-c2cc(C(F)(F)F)nc(N3CCOCC3)n2)c1	?	.	0%	-9%

Continued.
Values run as follows: NFkB transloc inh, NFkB transloc pot, NFkB transloc pot cell count 2 µM, PLAP inhibition, MRP reversal with doxorubicin, Bcl-B displacement, MRP reversal cytotoxicity, NFkB transloc inh cell count 2 µM, MRP reversal
- O=C(c1ccccc1)c1cnc(-c2ccc(Cl)cc2)s1
 : -24, 24, 177, -2%, ., 3%, ., 177, .
- CN(c1ccc(C(=O)NCCc2ccccc2)cc1)S(C)(=O)=O
 : 23, -23, 79, 23%, 89, 4%, 86, 79, -4
- O=C(NCc1ccccc1Cl)C1CCN(S(=O)(=O)N2CCCCC2)CC1
 : -1, 1, 133, 8%, 73, -15%, 100, 133, 27
- O=C1C=C(N2CCN(C3=CC(=O)CCC3)CC2)CCC1
 : ., ., ., 24%, 101, -3%, 100, ., -1
- O=C(O)Cc1sc(-c2ccccc2)nc1-c1ccccc1
 : -10, 10, 142, -11%, ., 8%, ., 142, .
- COc1ccc(-n2cnnc2SCC(=O)c2ccc(S(=O)(=O)N3CCOCC3)cc2)cc1
 : ., ., ., -72%, 80, 1%, 81, ., 0
- COc1ccccc1N1CCN(Cc2nc3ccccc3c(=O)n2CC(C)=O)CC1
 : ., ., ., -45%, 85, 1%, 85, ., 0
- O=C(Oc1cccc(Oc2ccccc2)c1)N1CCOCC1
 : -8, 8, 176, -51%, 92, -3%, 104, 176, 11
- O=C(NC(=S)Nc1cc(C(F)(F)F)ccc1Cl)c1ccccc1
 : 79*, -79, 153, 10%, ., -1%, ., 153*, .
- COc1ccccc1OC1=NS(=O)(=O)c2ccccc21
 : 2, -2, 101, 14%, 97, -2%, 77, 101, -20
- O=C(CP(=O)(c1ccccc1)c1ccccc1)N1CCCCC1
 : 0, 0, 152, -5%, 95, 1%, 91, 152, -4
- CCCS(=O)(=O)c1c(S(=O)(=O)CCC)c2cnccn2c1C(=O)c1ccc(Cl)cc1
 : -5, 5, 121, -64%, 87, 1%, 92, 121, 4
- CCC(C)NCCOc1ccc(Br)cc1 (stereo unspecified)
 : -9, 9, 141, 32%, 87, 1%, 79, 141, -7
- Cc1noc(C)c1CSc1nc2sc(C)c(C)c2c(=O)n1-c1ccccc1
 : 5, -5, 139, 4%, 54, -2%, 59, 139, 5
- CCSc1nc2cc(OC)c(OC)cc2c(=O)n1CCc1ccccc1
 : -8, 8, 184, -22%, 42, 3%, 42, 184, 0
- CCC/C(=N/NC(=O)c1csc(C)c1C)c1ccc(Cl)s1
 : -27, 27, 168, 22%, ., 7%, ., 168, .
- O=C(OCc1cnc(Cl)s1)c1cccc(Cl)c1
 : 2, -2, 62, -15%, ., 4%, ., 62, .
- COc1cccc(NC(=S)N(CCc2nc3cc(C)c(C)cc3[nH]2)Cc2cccnc2)c1
 : 2, -2, 173, -7%, ., 4%, ., 173, .
- CCS(=O)(=O)n1nc(C(=O)N2CCOCC2)nc1N
 : ., ., ., 10%, 103, -8%, 99, ., -4
- Cc1ccccc1N(C(=O)c1cccs1)c1nc2ccccc2s1
 : 2, -2, 171, 4%, ., -25%, ., 171, .
- COc1cccc(C(=O)O/N=C(\N)c2ccc([N+](=O)[O-])cc2)c1
 : -6, 6, 157, 4%, ., -7%, ., 157, .
